# Tn6 DDE FP = DD(E)-Tn6 binding inhibition, primary FP screen. P02675. Fibrin DD(E) TRITC-Tn6 fluorescence polarization displacement. inhibition, % at 8.3 µM. hit rate 0.21% among 370,000. AID 720509;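 active means inhibition above a per-campaign cutoff: mean of compounds within control limits plus 3 SD, cut at about 15% in these data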;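 further: 0% = median of all compound wells on the plate and 100% = blocking peptide control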
# ARFGAP1 inhibitor = inhibitors of rat ARFGAP1; Q62848; Arfgap1-stimulated ARF1 GTP hydrolysis, GDP FP detection; inhibition, % at 16.5 µM; hit rate 0.26% among 360,000; AID 651572;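 active means inhibition above a per-plate limit, mean inhibition of low control wells plus 3 SD, cut at about 25% in these data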;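 further: 0% = DMSO wells with enzyme and 100% = wells lacking Arfgap1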
# Target sequence (Q62848 1-136 limits assumed): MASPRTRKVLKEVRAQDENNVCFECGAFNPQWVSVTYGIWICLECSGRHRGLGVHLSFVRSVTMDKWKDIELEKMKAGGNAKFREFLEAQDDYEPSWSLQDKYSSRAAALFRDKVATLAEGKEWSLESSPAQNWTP
#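 System: truncated rat Arfgap1 GAP domain / Medium: HEPES-based buffer, pH 7.5 / Also added: N-terminally truncated human ARF1-GTP substrate / Incubation: enzyme reaction 120 min at 25 °C after 20 min preincubation / Measured by: FP of antibody-bound GDP Alexa 633 tracer, ex 620/em 688 nm / Replicates: singlicate, each compound tested once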
# PLC-beta3 inh = inhibitors of human phospholipase C beta3; Purified PLC-beta3, fluorogenic substrate, fluorescence; inhibition, % at 12.2 µM; hit rate 0.18% among 370,000; in the data active means inhibition above about 11%;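 further: 0% = median of compound wells on plate and 100% = full blocker control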
# UHRF1 MBD2 ctr = blocks human UHRF1 binding to methylated DNA; Q96T88; UHRF1 binding to methylated oligo, TR-FRET; inhibition, % at 4.4 µM; hit rate 0.75% among 370,000; AID 687016; in the data active means inhibition above about 21%;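 further: UHRF1 SRA domain binding a hemimethylated CpG hairpin DNA probe; 0% = median of test compound wells and 100% = reference inhibitor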
# proKLK7 act = activates the human kallikrein-7 zymogen; P49862; purified proKLK7, EDANS-DABCYL substrate fluorescence; 100% is mature enzyme control, 0% vehicle; activation, % at 7 µM; hit rate 0.9% among 370,000;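 active means activation above the mean of all tested compounds plus 3 SD, computed per campaign excluding outliers beyond control limits, cut at about 13% in these data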
# Target sequence (P49862 whole entry, looked up): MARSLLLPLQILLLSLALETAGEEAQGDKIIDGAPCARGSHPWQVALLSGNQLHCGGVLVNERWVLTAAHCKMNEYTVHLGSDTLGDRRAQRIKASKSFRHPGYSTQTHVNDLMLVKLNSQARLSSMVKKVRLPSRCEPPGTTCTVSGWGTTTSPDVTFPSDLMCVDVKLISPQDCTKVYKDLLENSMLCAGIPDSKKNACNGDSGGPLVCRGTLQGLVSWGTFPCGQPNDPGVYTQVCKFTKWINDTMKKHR
# ASAP1 GAP inh = inhibitors of human ASAP1 ArfGAP activity; ASAP1-stimulated ARF1 GTP hydrolysis, GDP FP detection; AID 624377; Q9ULH1; hit rate 0.19% among 360,000; inhibition, % at 16.5 µM; in the data active means inhibition above about 25%;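 further: 0% = vehicle with enzyme and substrate and 100% = no enzyme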
# PLC-gamma1 inh = inhibitors of human phospholipase C gamma1. purified PLC-gamma1, fluorogenic substrate, fluorescence. inhibition, % at 12.2 µM. hit rate 0.84% among 370,000; in the data active means inhibition above about 9.5%
# MBD2 DNA inh = MBD2-methylated oligo binding inhibition; AID 686964; hit rate 0.31% among 370,000; inhibition, % at 4.4 µM; Q9UBB5; TR-FRET, MBD2 binding to methylated oligonucleotide; in the data active means inhibition above about 13%
# Target sequence (Q9UBB5 whole entry, looked up): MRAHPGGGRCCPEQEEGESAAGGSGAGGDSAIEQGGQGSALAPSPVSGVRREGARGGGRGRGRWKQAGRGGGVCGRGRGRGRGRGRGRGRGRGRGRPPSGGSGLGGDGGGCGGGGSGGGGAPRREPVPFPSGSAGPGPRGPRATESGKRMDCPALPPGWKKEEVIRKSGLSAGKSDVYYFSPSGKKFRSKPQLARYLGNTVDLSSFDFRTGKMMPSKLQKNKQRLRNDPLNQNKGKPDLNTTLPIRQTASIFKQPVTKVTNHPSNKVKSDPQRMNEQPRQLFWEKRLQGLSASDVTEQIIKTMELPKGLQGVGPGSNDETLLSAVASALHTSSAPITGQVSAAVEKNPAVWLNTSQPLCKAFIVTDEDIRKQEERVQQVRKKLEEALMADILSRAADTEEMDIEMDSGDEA
# Tn7 DDE FP = inhibitors of Tn7 peptide binding to human fibrin DD(E); P02675; hit rate 0.13% among 370,000; inhibition, % at 8.3 µM; FP displacement of FITC-Tn7 peptide from fibrin DD(E); 0% = median of compound wells per plate;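 active means inhibition above the mean of compounds falling within the control limits plus 3 SD of them, cut at about 14% in these data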;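 further: 0% = plate median of compound wells and 100% = 10 µM Aha-Tn7 peptide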
#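 Assay system: human fibrin DD(E). Input: DD(E) 2 µM final. Medium: Tris buffer with calcium and detergent, pH 7.8. Compound dosing: single point at 8.3 µM. Timing: 10 min plus 3 h, room temperature. Technique: fluorescence polarization of the labelled Tn7 tracer. Read-out: percent inhibition. Replicates: singlicate testing.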
# ADAM17 inh = inhibitors of human ADAM17; recombinant ADAM17, EDANS/DABCYL FRET peptide cleavage; P78536; hit rate 0.83% among 370,000; inhibition, % at 6.95 µM;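 active means inhibition above the mean of compounds lying between control limits plus 3 SD, set per campaign, cut at about 8.5% in these data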;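 further: 0% = DMSO-only wells as the low control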
# The depositor's hits bear a star; i = inactive; & = joins results of further samples.
Tn6 DDE FP | ASAP1 GAP inh | Tn7 DDE FP | UHRF1 MBD2 ctr | MBD2 DNA inh | PLC-beta3 inh | ARFGAP1 inhibitor | PLC-gamma1 inh | proKLK7 act | ADAM17 inh | smiles
5 | 1 | -9 | 1 | 1 | 3 | -3 | 3 | 0.2 | -2 | COc1ccc(NC(=O)C(C)N(c2ccc(C)cc2)S(C)(=O)=O)c(OC)c1 (configuration not stated)
-10 | -7 | -7 | 1 | -6 | 6 | 5 | 2 | 0.1 | 2 | CCOC(=O)C1(C)CCCN1C(=O)c1ccc(C(F)(F)F)nc1C (configuration not stated)
7 | 4 | -2 | 5 | 3 | -8 | 6 | 7 | -0.1 | -2 | CCN(CC(=O)Nc1cc(Cl)ccc1C)C(=O)CCOc1ccccc1C
0 | 1 | -5 | 4 | 6 | 0 | 8 | 2 | 0.4 | -1 | O=C(O)CN1C(=O)COc2cc(S(=O)(=O)N3CCCC3)ccc21
-2 | -3 | 1 | -3 | -5 | 1 | -2 | 2 | -0.1 | -3 | CC1(C)CC(OC(=O)c2ccccc2)CC(C)(C)N1
4 | 4 | 2 | -5 | -2 | -142 | -7 | -91 | 2.6 | -5 | Cc1cc(N2CCCC2)ccc1/C=N/n1cnnc1
0 | 13 | 2 | 1 | 0 | 0 | -1 | 1 | 0.0 | 2 | CC(C)(C)[C@H]1C=C(C(=O)NCc2ccccc2)O[C@@H](OCc2ccc(CO)cc2)C1
-4 | 5 | -6 | 0 | 3 | -10 | 2 | 3 | -0.4 | -3 | O=C(NCCS(=O)(=O)NCc1ccccc1Cl)c1ccc2c(c1)OCO2
-14 | 0 | 4 | 3 | 4 | -6 | 7 | -3 | 0.1 | -3 | Cc1cc(NN)nc(NS(=O)(=O)c2ccc(Cl)cc2)n1
0 | -5 | 0 | -3 | 5 | -1 | -4 | 3 | 0.6 | -1 | Cc1ccc(S(=O)(=O)NCCN2CCOCC2)cc1C
4 | 17 | -1 | -1 | 0 | -41 | 2 | -28 | 0.5 | -45 | N=c1c(C(=O)NCc2ccco2)cc2c(=O)n3ccccc3nc2n1Cc1ccccc1
7 | 6 | 10 | -1 | 0 | -4 | -9 | -1 | 0.5 | -3 | COc1ccc(C(=O)Nc2ccc3ccccc3n2)c(OC)c1OC
-1 | 14 | -5 | -7 | -4 | 4 | -3 | 6 | -0.1 | 3 | Cc1[nH]n(C2=NCCS2)c(=O)c1N=Nc1ccccc1
-2 | 9 | 2 | 0 | 1 | -10 | 1 | -2 | -0.2 | -5 | CCc1ccc(NC(=O)C2CCN(c3c(N4CCCC4)c(=O)c3=O)CC2)cc1
1 | 14 | 0 | 4 | 1 | 4 | 15 | 0 | 0.3 | -1 | COc1ccc(N2CCN(C(=O)Cn3nnc(-c4cccs4)n3)CC2)cc1
-9 | -5 | 7 | 0 | 1 | -12 | 0 | -9 | -4.3 | 0 | O=C1NC(Cc2ccccc2)c2nc3ccc(Cl)cc3c(=O)n2-c2cc3ccccc3cc21 (configuration not stated)
8 | 2 | 0 | 5 | 1 | -20 | 11 | -16 | 0.3 | -31 | O=c1[nH]c2cc3c(cc2cc1CN(CC1CCCO1)S(=O)(=O)c1ccccc1)OCCO3 (configuration not stated)
-4 | 15 | 1 | 1 | -3 | -8 | 1 | 2 | 0.2 | -5 | Cc1cc(C)c(S(=O)(=O)N2CCCC2CNC(=O)c2ccc3c(c2)OCO3)c(C)c1 (configuration not stated)
8 | -1 | 6 | 3 | 1 | -2 | 12 | -4 | 0.0 | -4 | CNC(=O)C(=O)N/N=C/c1ccccn1
9 | 15 | -3 | -1 | -4 | -2 | 7 | -1 | 0.5 | -1 | O=C(Nc1ccc(N2CCN(C(=O)c3ccccc3)CC2)cc1)c1cccs1
-5 | -10 | -8 | -2 | -3 | 6 | -8 | 0 | -1.1 | 1 | CCOC(=O)N1CCC(NC(=O)CCC(=O)N2CCOc3ccc(C)cc32)CC1
4 | -4 | -2 | 0 | 0 | -4 | -3 | -1 | 0.2 | -2 | CCOC(=O)[C@]12CCC=C1N(Cc1ccc3c(c1)OCO3)C(=O)[C@H](CC(=O)NCc1ccc(OC)c(OC)c1)C2
6 | -1 | -5 | 0 | -3 | 3 | -8 | 4 | 0.1 | 0 | C=CCn1c(-c2cccnc2Cl)nc2ccccc21
0 | 8 | 0 | 0 | -5 | 1 | 1 | -2 | 0.4 | 9.7* | Cc1ccc(S(=O)(=O)NCCC(c2ccc(F)cc2)c2ccco2)cc1 (configuration not stated)
7 | 4 | 6 | 2 | 3 | -3 | 0 | 1 | -0.5 | 1 | Cc1cccc(-c2ccc3c(c2)C2CC3CCN2Cc2ccc3c(c2)OCO3)c1 (configuration not stated)
4 | 7 | 1 | 2 | 2 | -2 | -6 | -3 | 0.4 | -1 | COc1ccc(NC(=O)CN(Cc2ccccc2)Cc2ccccc2)cc1S(N)(=O)=O
-5 | -6 | 0 | 2 | 5 | -454 | 8 | -403 | 7.4 | i | Nc1c(C(=O)C2CC2)sc2nc(-c3cccs3)cc(C(F)(F)F)c12
5 | 20 | 1 | -3 | 0 | 1 | 7 | -2 | -0.2 | 1 | O=C1/C(=C\c2ccccc2)CN(C(=O)CCN2CCCCC2)C/C1=C/c1ccccc1
2 | -9 | 10 | -3 | 5 | 3 | -13 | -3 | 0.6 | -7 | Cc1ccccc1-c1cc2nc(NCCCN(C)C)n(C)c(=O)c2s1
-7 | 18 | 3 | -1 | 2 | -2 | -10 | 0 | -0.6 | -2 | O=C1c2cccc(-c3ccc(C(F)(F)F)cc3)c2C2CC=CCN12 (configuration not stated)
0 | -7 | -1 | 1 | 0 | -5 | 12 | -4 | 0.0 | -4 | CN1OC[C@@H]2CN[C@H](c3cccc(N4CCOCC4)c3)C[C@@H]21
5 | -9 | 4 | 0 | -1 | -8 | -13 | 1 | -0.1 | -3 | CCc1nnc(NC(=O)CN2CCN(S(C)(=O)=O)CC2)s1
-3 | -1 | 1 | 0 | -5 | 3 | 9 | 4 | 1.5 | 6 | O[C@H]1C[C@H](c2ccc(Cl)cc2)N(Cc2cccs2)C[C@@H]1n1cc(C2CC2)nn1
-2 | 1 | 0 | 0 | -2 | 1 | -9 | -1 | -0.3 | -4 | Cc1ccc(C)c(C(=O)NCCN(C)C)c1
2 | -5 | 2 | 0 | 2 | -1 | 4 | 1 | -0.1 | -3 | Cc1nn(-c2ccccc2)c(Cl)c1C(=O)NCC(=O)O
3 | 7 | 1 | -1 | -6 | 2 | 1 | -1 | -0.5 | -4 | CC1(C(=O)NS(=O)(=O)c2ccc(F)cc2F)CCN1C(=O)CC(c1ccccc1)c1ccccc1 (configuration not stated)
1 | -10 | 4 | -3 | -2 | -9 | 2 | -1 | -0.1 | -4 | COc1ccc2c(c1)c(C(=O)N/N=C/c1cccs1)c(C)n2C
-7 | 4 | 2 | 0 | -6 | 2 | 1 | 0 | -0.8 | -3 | O=C(N1CCOCC1)N1CCN(C(=O)N(c2ccccc2)c2ccccc2)CC1
-2 | 1 | -7 | 0 | 4 | -431 | 1 | -298 | -3.2 | -285 | c1coc(-c2nnc(-c3ccc4c(c3)OCO4)o2)c1
4 | 0 | -2 | 1 | -3 | 1 | 2 | 3 | 0.0 | 1 | COc1ccc(C(=O)OCn2nnc3ccccc3c2=O)cc1
0 | -7 | -2 | -2 | -1 | -155 | -8 | -120 | -0.7 | -8 | O=c1c2cc(N3CCOCC3)ccc2[nH]c(=S)n1Cc1cccc(Cl)c1
-3 | -1 | 1 | 0 | 1 | 0 | -2 | 0 | 0.5 | -5 | CCCN1CCCCC(NC(=O)c2cccs2)C1=O (configuration not stated)
3 | 9 | -2 | -1 | -4 | -1 | -8 | 4 | -0.7 | 1 | CSc1ccccc1C(=O)Nc1ccc(S(=O)(=O)NC2=NCCCCC2)cc1
8 | -6 | -2 | -2 | -2 | -4 | -2 | 6 | -1.8 | 2 | CCc1[nH]nc2c1C(Cc1ccccc1)C(C#N)=C(N)O2 (configuration not stated)
-2 | 10 | -2 | 0 | -7 | 7 | 14 | 1 | -0.1 | 6 | CC(C)OC(=O)N(C)C[C@@H]1OCc2cnnn2CCCC(=O)N([C@@H](C)CO)C[C@@H]1C
-8 | 9 | 5 | -2 | -1 | -4 | 2 | 1 | 0.5 | -1 | CS(=O)(=O)N1CCCC(C(=O)Nc2ccccc2F)C1 (configuration not stated)
3 | 4 | -4 | 2 | 3 | -2 | -2 | 2 | 0.2 | 6 | CC(CNS(=O)(=O)c1ccc2c(c1)CC(=O)N2C)c1ccccc1 (configuration not stated)
8 | -10 | 0 | -1 | -1 | -19 | -9 | -13 | 0.7 | -5 | COCCNc1nc(C)cc(-c2cc(C(=O)NCc3ccccc3)on2)n1
2&3 | -4&11 | -9&3 | 2&-3 | -4&-1 | 9&-3 | 17&-7 | 5&-2 | -0.5&0.6 | 4&-7 | C/C(N)=C(/C#N)C(=O)COC(=O)COc1ccc(Cl)cc1
-6 | 4 | 0 | 6 | -1 | -4 | 3 | 3 | 0.5 | 0 | CN(C)S(=O)(=O)c1cccc(NC(=O)CSc2nnnn2-c2ccccc2)c1
4 | 1 | -2 | -2 | 1 | 3 | 2 | 4 | -1.1 | 2 | CCOC(=O)C1(C/C(C)=N/NC(N)=O)CC(C)OC1=O (configuration not stated)
0 | 7 | 2 | 2 | -5 | -6 | 9 | 3 | -0.8 | 0 | COc1cccc(NC(=O)CN(C)C(=O)c2cc(-c3cccc(Br)c3)nc3ccccc23)c1

# Exported as tab-separated lines: 11 of the compounds above.
Structure	Tn6 DDE FP	ASAP1 GAP inh	Tn7 DDE FP	UHRF1 MBD2 ctr	MBD2 DNA inh	PLC-beta3 inh	ARFGAP1 inhibitor	PLC-gamma1 inh	proKLK7 act	ADAM17 inh
CCCN1CCCCC(NC(=O)c2cccs2)C1=O (configuration not stated)	-3	-1	1	0	1	0	-2	0	0.5	-5
CSc1ccccc1C(=O)Nc1ccc(S(=O)(=O)NC2=NCCCCC2)cc1	3	9	-2	-1	-4	-1	-8	4	-0.7	1
CCc1[nH]nc2c1C(Cc1ccccc1)C(C#N)=C(N)O2 (configuration not stated)	8	-6	-2	-2	-2	-4	-2	6	-1.8	2
CC(C)OC(=O)N(C)C[C@@H]1OCc2cnnn2CCCC(=O)N([C@@H](C)CO)C[C@@H]1C	-2	10	-2	0	-7	7	14	1	-0.1	6
CS(=O)(=O)N1CCCC(C(=O)Nc2ccccc2F)C1 (configuration not stated)	-8	9	5	-2	-1	-4	2	1	0.5	-1
CC(CNS(=O)(=O)c1ccc2c(c1)CC(=O)N2C)c1ccccc1 (configuration not stated)	3	4	-4	2	3	-2	-2	2	0.2	6
COCCNc1nc(C)cc(-c2cc(C(=O)NCc3ccccc3)on2)n1	8	-10	0	-1	-1	-19	-9	-13	0.7	-5
C/C(N)=C(/C#N)C(=O)COC(=O)COc1ccc(Cl)cc1	2&3	-4&11	-9&3	2&-3	-4&-1	9&-3	17&-7	5&-2	-0.5&0.6	4&-7
CN(C)S(=O)(=O)c1cccc(NC(=O)CSc2nnnn2-c2ccccc2)c1	-6	4	0	6	-1	-4	3	3	0.5	0
CCOC(=O)C1(C/C(C)=N/NC(N)=O)CC(C)OC1=O (configuration not stated)	4	1	-2	-2	1	3	2	4	-1.1	2
COc1cccc(NC(=O)CN(C)C(=O)c2cc(-c3cccc(Br)c3)nc3ccccc23)c1	0	7	2	2	-5	-6	9	3	-0.8	0

# Compound activity (PubChem BioAssay)
